PolyA inh = polyadenylation inhibitors in yeast reporter cells, primary screen, luminescence, S. cerevisiae. S. cerevisiae SKY197-pL101 polyadenylation reporter, beta-gal luminescence; efflux-impaired pdr1/pdr3 knockout yeast; score 100 = 6 SD above DMSO. calls only at 12 µM. AID 1875, 2009. actives 0.02% (n = 300,000);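 active = lowest replicate activity score at least 50, where 100 means six control SD above control mean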;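 note: yeast exposed to compound for 9 h at 30 °C; higher score means more reporter readthrough which indicates perturbed polyadenylation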
HDAC3 inhib = HDAC3 deacetylase inhibitors, primary screen, biochemical, fluorescence, cell-free homogeneous; recombinant HDAC3, fluorogenic peptide/trypsin coupled; inhibition, % at 8.3 µM; actives 0.15% (n = 320,000); AID 2718, 2010; in the data active = inhibition above about 26%, passing the limit was not always enough
hERG rescue = hERG rescue from dofetilide block, primary screen, cell-based, CHO-hERG, FluxOR thallium flux, dofetilide IC70; Voltage-gated inwardly rectifying potassium channel KCNH2 (Homo sapiens), Q12809; dofetilide IC70 present; activation (rescue from dofetilide block), less the hit threshold, % at 10 µM; actives 0.51% (n = 310,000); AID 1511, 2009;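 active = activation above the mean of controls blocked by dofetilide plus 5 SD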;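 note: thallium influx through hERG after potassium depolarization seen as dye fluorescence rise; in these data hits start at about 4.7%; inactives centre near -7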
Target sequence (Q12809 whole entry, looked up): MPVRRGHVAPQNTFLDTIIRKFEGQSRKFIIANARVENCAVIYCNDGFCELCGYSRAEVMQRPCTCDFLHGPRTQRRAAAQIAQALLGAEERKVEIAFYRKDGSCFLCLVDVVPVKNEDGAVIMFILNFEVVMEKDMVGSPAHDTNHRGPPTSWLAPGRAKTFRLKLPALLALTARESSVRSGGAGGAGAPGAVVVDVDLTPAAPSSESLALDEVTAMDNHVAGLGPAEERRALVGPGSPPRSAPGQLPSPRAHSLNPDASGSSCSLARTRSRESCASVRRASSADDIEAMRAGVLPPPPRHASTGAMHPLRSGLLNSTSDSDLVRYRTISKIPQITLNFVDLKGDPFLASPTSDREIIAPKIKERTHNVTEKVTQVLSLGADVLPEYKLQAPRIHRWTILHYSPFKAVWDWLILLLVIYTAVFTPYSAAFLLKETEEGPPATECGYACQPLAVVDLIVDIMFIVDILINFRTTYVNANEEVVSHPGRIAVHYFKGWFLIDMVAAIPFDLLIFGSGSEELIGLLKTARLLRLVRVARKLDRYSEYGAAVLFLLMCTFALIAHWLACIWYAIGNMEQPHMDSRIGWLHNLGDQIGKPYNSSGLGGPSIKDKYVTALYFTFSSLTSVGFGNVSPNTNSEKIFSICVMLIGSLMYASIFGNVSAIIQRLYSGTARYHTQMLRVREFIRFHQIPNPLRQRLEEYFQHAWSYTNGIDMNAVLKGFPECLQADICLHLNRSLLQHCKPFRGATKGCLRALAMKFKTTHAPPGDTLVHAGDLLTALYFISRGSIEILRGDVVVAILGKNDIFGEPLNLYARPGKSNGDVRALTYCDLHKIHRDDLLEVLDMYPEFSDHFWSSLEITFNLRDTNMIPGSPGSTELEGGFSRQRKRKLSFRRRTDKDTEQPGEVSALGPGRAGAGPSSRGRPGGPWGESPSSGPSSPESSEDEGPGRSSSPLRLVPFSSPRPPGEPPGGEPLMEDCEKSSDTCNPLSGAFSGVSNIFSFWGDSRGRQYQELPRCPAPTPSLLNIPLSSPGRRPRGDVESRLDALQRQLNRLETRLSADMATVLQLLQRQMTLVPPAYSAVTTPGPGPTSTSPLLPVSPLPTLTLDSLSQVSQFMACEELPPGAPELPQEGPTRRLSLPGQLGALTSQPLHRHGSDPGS
KCNQ1 inh = inhibitors of human KCNQ1 channel, primary screen, cell-based, thallium flux, high-throughput. B-score at 10 µM. CHO-K1 KCNQ1, FluxOR thallium flux fluorescence; active compounds read high. Potassium voltage-gated channel subfamily KQT member 1 (Homo sapiens), P51787. actives 1.3% (n = 310,000);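 active = compounds whose thallium flux B-score, printed positive for inhibition, exceeds three library SD while starting fluorescence stays within three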;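 note: channel opened by potassium depolarization with thallium stimulus after 20 min compound exposure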
RGS4 pot = RGS4 potentiators or activators, primary screen, cell-based, HEK293 M3R inducible RGS4, calcium flux | carbachol calcium flux Fluo4; active compounds read low | B-score at 10 µM | actives 0.92% (n = 310,000);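 active = B-score of the integrated calcium signal more than 4 SD below the library mean, with starting fluorescence not abnormally high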;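 note: negative B-score means reduced calcium response which marks RGS4 activation or potentiation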
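Also added: carbachol at ECmax as muscarinic agonist stimulus; Assay system: HEK293 cells with stable M3R and inducible RGS4; Timing: overnight RGS4 induction, 30 min dye load 37 °C, 20 min compound RT; Measured by: Fluo4-AM (2 µM) calcium-flux fluorescence, kinetic read.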
GSK3beta inhib = human GSK3beta kinase inhibitors, primary screen, biochemical, cell-free homogeneous, HTS | Glycogen synthase kinase-3 beta (Homo sapiens), P49841 | GST-GSK3beta kinase, ADP-Glo luminescence, 60 min; active compounds read low | activity score (negative = inhibition), % at 10 µM | actives 0.038% (n = 300,000) | AID 2097, 2009;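 active = more than half of replicate wells score below -50%, meaning over 50% inhibition versus plate controls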;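 note: 0% = median DMSO wells and -100% = median GW8510 positive control wells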
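Test system: GST-tagged human GSK3beta kinase, cell-free; evaluation: activity score scaled between in-plate DMSO and GW8510 controls; measured by: ADP-Glo luminescence; incubation: 60 min reaction, RT; benchmarks: DMSO and 20 µM GW8510; reagent: peptide substrate plus 25 µM ATP (final); medium: Tris/MgCl2 kinase buffer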
Dyrk1A ADPGlo = rat Dyrk1A kinase inhibitors, primary screen, biochemical, single point, plate reader | Dual specificity tyrosine-phosphorylation-regulated kinase 1A (Rattus norvegicus), Q63470 | ADP-Glo luminescence, NFATc1 peptide | inhibition, % at 12.5 µM | actives 0.43% (n = 310,000); in the data active = inhibition above about 50%;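 note: plate controls were vehicle with enzyme for no effect and no enzyme for full effect; many of its hits are not listed in these tables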
GSK3 alpha inh = blockers of GSK3A enzyme activity – biochemical, luminescence, cell-free homogeneous, HTS, primary screen; actives 0.1% (n = 320,000); GSK-3 alpha kinase, ADP-Glo luminescence, 60 min; AID 2650, 2010; inhibition, % at 10 µM;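 in the data active = inhibition above about 50%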;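 note: GST-tagged GSK-3 alpha with peptide substrate and 25 µM ATP; 0% = DMSO neutral wells and 100% = GW8510 positive control wells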
KCNK9 inh = KCNK9 potassium channel inhibitors, primary screen, HEK293 cells, thallium flux; Potassium channel subfamily K member 9 (Homo sapiens), Q9NPC2; FluxOR thallium flux fluorescence; active compounds read low; B-score at 10 µM; actives 1.2% (n = 310,000); AID 488922, 2010;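 active = ratio B-score over 3 SD below the library mean, with starting fluorescence within 5 SD of its mean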;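 note: negative B-score means less thallium flux so channel inhibition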
KCNK3 inh = human KCNK3 channel inhibitors, primary screen, CHO cells, FluxOR thallium flux, B-score; Potassium channel subfamily K member 3 (Homo sapiens), O14649; FluxOR fluorescence; active compounds read low; B-score at 10 µM; actives 0.84% (n = 340,000);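 active = B-score under library mean minus 4 SD, starting fluorescence ratio at most library mean plus 5 SD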;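 note: more negative B-score means stronger inhibition of thallium flux through KCNK3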
KCNQ1 pot = potentiators or activators of KCNQ1 channel, primary screen, cell-based, thallium flux, high-throughput; Potassium voltage-gated channel subfamily KQT member 1 (Homo sapiens), P51787; CHO-K1 KCNQ1, thallium flux FluxOR fluorescence; active compounds read high; B-score at 10 µM; actives 0.35% (n = 310,000);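 active = fluorescence ratio B-score, a plate-corrected score, at least three library SD, with initial intensity B-score within 5 SD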
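Material: CHO-K1 cells stably expressing KCNQ1. Medium: assay buffer for compound exposure, DMSO matched across wells. Reagent: K+/Tl+ depolarizing stimulus. Compound dosing: single-concentration screen. Times: 37 °C overnight plating, 90-min dark dye load, 20-min compound pretreatment. Technique: FluxOR Tl+ flux fluorescence.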
* = called active by the depositor. A portion of the library; rates above refer to the full screens.

O=C(Nc1ccc(Cl)cc1)N1CCC(c2nc(-c3cccs3)no2)CC1 was read as PolyA inh inactive, HDAC3 inhib -7, hERG rescue -12, KCNQ1 inh 6*, RGS4 pot inactive, GSK3beta inhib 0, Dyrk1A ADPGlo 6, GSK3 alpha inh -2, KCNK9 inh inactive, KCNK3 inh inactive and KCNQ1 pot inactive.
For COc1ccc(S(=O)(=O)NCC(c2ccc3c(c2)OCO3)N2CCOCC2)cc1 (centres undefined) the results were PolyA inh inactive, HDAC3 inhib 3, hERG rescue -12, KCNQ1 inh inactive, RGS4 pot inactive, GSK3beta inhib -28, Dyrk1A ADPGlo 1, GSK3 alpha inh -3, KCNK9 inh inactive, KCNK3 inh inactive and KCNQ1 pot inactive.
CCN(CC)c1ccc(/C=C(\C#N)C(=O)c2ccc(Br)cc2)cc1 was read as PolyA inh inactive, HDAC3 inhib -2, hERG rescue -26, KCNQ1 inh inactive, RGS4 pot inactive, GSK3beta inhib 3, Dyrk1A ADPGlo -8, GSK3 alpha inh 1, KCNK9 inh inactive, KCNK3 inh inactive and KCNQ1 pot inactive.
For COc1ccc(CNc2cc(C)nc3ccc(OC)cc23)cc1 the results were PolyA inh inactive, HDAC3 inhib 3, hERG rescue -7, KCNQ1 inh inactive, RGS4 pot inactive, GSK3beta inhib -1, Dyrk1A ADPGlo -2, GSK3 alpha inh 0, KCNK9 inh inactive, KCNK3 inh inactive and KCNQ1 pot inactive.
`Cc1ccc(Cl)cc1N1CCN(C(=O)Cc2csc(Nc3nc(=S)[nH]c4ccccc34)n2)CC1` gave PolyA inh inactive, HDAC3 inhib 0, hERG rescue -14, KCNQ1 inh inactive, RGS4 pot inactive, GSK3beta inhib 0, Dyrk1A ADPGlo 3, GSK3 alpha inh 3, KCNK9 inh inactive, KCNK3 inh inactive and KCNQ1 pot inactive.
COc1cccc(-c2nc(N3CCCC3)c3ccccc3n2)c1O was read as PolyA inh inactive, HDAC3 inhib -1, hERG rescue -15, KCNQ1 inh inactive, RGS4 pot inactive, GSK3beta inhib -2, Dyrk1A ADPGlo -1, GSK3 alpha inh -3, KCNK9 inh inactive, KCNK3 inh inactive and KCNQ1 pot inactive.
Cc1ccc(C)c(OCC(=O)NNC(=O)CSC(=S)N2CCCC2)c1 was read as PolyA inh inactive, HDAC3 inhib 0, hERG rescue -10, KCNQ1 inh inactive, RGS4 pot inactive, GSK3beta inhib -6, Dyrk1A ADPGlo 4, GSK3 alpha inh 0, KCNK9 inh inactive, KCNK3 inh inactive and KCNQ1 pot inactive.
For O=C(NCc1ccco1)c1c(F)c(F)c(F)c(C(=O)NCc2ccco2)c1F the results were PolyA inh inactive, HDAC3 inhib -2, hERG rescue -5, KCNQ1 inh inactive, RGS4 pot inactive, GSK3beta inhib 1, Dyrk1A ADPGlo 0, GSK3 alpha inh 0, KCNK9 inh inactive, KCNK3 inh inactive and KCNQ1 pot inactive.
`CC1CN(C(=O)N2c3ccccc3Sc3ccccc32)CC(C)O1` (centres undefined) gave PolyA inh inactive, HDAC3 inhib -2, hERG rescue -11, KCNQ1 inh inactive, RGS4 pot inactive, GSK3beta inhib 0, Dyrk1A ADPGlo -2, GSK3 alpha inh -4, KCNK9 inh inactive, KCNK3 inh inactive and KCNQ1 pot inactive.
Cc1cc(C(=O)CC#N)c(C)n1CC(F)(F)F was read as PolyA inh inactive, HDAC3 inhib -9, hERG rescue -10, KCNQ1 inh inactive, RGS4 pot inactive, GSK3beta inhib 3, Dyrk1A ADPGlo 0, GSK3 alpha inh -3, KCNK9 inh inactive, KCNK3 inh inactive and KCNQ1 pot inactive.
`Cc1ccc(NC(=O)c2cc(S(=O)(=O)N(C)C)ccc2N2CCCC2)cc1S(=O)(=O)N(C)C` gave PolyA inh inactive, HDAC3 inhib 7, hERG rescue -16, KCNQ1 inh inactive, RGS4 pot inactive, GSK3beta inhib -1, Dyrk1A ADPGlo -2, GSK3 alpha inh 0, KCNK9 inh inactive, KCNK3 inh inactive and KCNQ1 pot inactive.
`Cc1nn(CC#N)c(=O)n1-c1ccc(Cl)cc1` gave PolyA inh inactive, HDAC3 inhib 4, hERG rescue -5, KCNQ1 inh inactive, RGS4 pot inactive, GSK3beta inhib 0, Dyrk1A ADPGlo 3, GSK3 alpha inh -1, KCNK9 inh inactive, KCNK3 inh inactive and KCNQ1 pot inactive.
`N#CCC(=O)Nc1ccc(C(=O)Nc2cccc(S(N)(=O)=O)c2)cc1` gave PolyA inh inactive, HDAC3 inhib 2, hERG rescue -13, KCNQ1 inh inactive, RGS4 pot inactive, GSK3beta inhib 1, Dyrk1A ADPGlo 1, GSK3 alpha inh 0, KCNK9 inh inactive, KCNK3 inh inactive and KCNQ1 pot inactive.
Cc1ccc(S(=O)(=O)N2CCN(S(=O)(=O)N3CCCCCC3)CC2)cc1 was read as PolyA inh inactive, HDAC3 inhib 1, hERG rescue -3, KCNQ1 inh inactive, RGS4 pot inactive, GSK3beta inhib 0, Dyrk1A ADPGlo -4, GSK3 alpha inh 1, KCNK9 inh inactive, KCNK3 inh inactive and KCNQ1 pot inactive.
Screening C=CCn1c(NCc2ccc(OC)cc2O)nc2ccccc21 returned PolyA inh inactive, HDAC3 inhib 9, hERG rescue -5, KCNQ1 inh inactive, RGS4 pot inactive, GSK3beta inhib -12, Dyrk1A ADPGlo 9, GSK3 alpha inh 1, KCNK9 inh inactive, KCNK3 inh inactive and KCNQ1 pot inactive.
For CCOC(=O)C1CCCN(C2CC(=O)N(c3cccc(C(F)(F)F)c3)C2=O)C1 (centres undefined) the results were PolyA inh inactive, HDAC3 inhib 5, hERG rescue -12, KCNQ1 inh inactive, RGS4 pot inactive, GSK3beta inhib 4, GSK3 alpha inh -2, KCNK9 inh inactive, KCNK3 inh inactive and KCNQ1 pot inactive.
COc1ccc(NC(=O)CSc2nnc(-c3ccncc3)n2C)cc1 was read as PolyA inh inactive, HDAC3 inhib -2, hERG rescue -11, KCNQ1 inh inactive, RGS4 pot inactive, GSK3beta inhib -4, Dyrk1A ADPGlo -8, GSK3 alpha inh -1, KCNK9 inh inactive, KCNK3 inh inactive and KCNQ1 pot inactive.
Screening CCN(C(=O)C1CCCN(c2ncnc3c2nc2n3CCCCC2)C1)c1cccc(Cl)c1 (centres undefined) returned PolyA inh inactive, HDAC3 inhib 2, hERG rescue -17, KCNQ1 inh inactive, RGS4 pot inactive, GSK3beta inhib -2, Dyrk1A ADPGlo -2, GSK3 alpha inh 3, KCNK9 inh inactive, KCNK3 inh -12* and KCNQ1 pot inactive.
CCSc1ccccc1C(=O)Nc1cc(C)on1 was read as PolyA inh inactive, HDAC3 inhib -9, hERG rescue -4, KCNQ1 inh inactive, RGS4 pot inactive, GSK3beta inhib -3, Dyrk1A ADPGlo -2, GSK3 alpha inh -1, KCNK9 inh inactive, KCNK3 inh inactive and KCNQ1 pot inactive.
For COc1ccc(C(=O)N/N=C/C(Br)=C/c2ccccc2)cc1 the results were PolyA inh inactive, HDAC3 inhib -1, hERG rescue -6, KCNQ1 inh inactive, RGS4 pot inactive, GSK3beta inhib 0, Dyrk1A ADPGlo 5, GSK3 alpha inh -2, KCNK9 inh inactive, KCNK3 inh inactive and KCNQ1 pot inactive.
Screening O=C(c1ccc(S(=O)(=O)N2CCCC2)cc1)N(Cc1ccco1)C1CCS(=O)(=O)C1 (centres undefined) returned PolyA inh inactive, HDAC3 inhib -2, hERG rescue -10, KCNQ1 inh inactive, RGS4 pot inactive, GSK3beta inhib -6, Dyrk1A ADPGlo 2, GSK3 alpha inh 0, KCNK9 inh inactive, KCNK3 inh inactive and KCNQ1 pot inactive.
`Cc1ccc(-c2nc(NC(=O)CSc3nnc(C)s3)ns2)cc1` gave PolyA inh inactive, HDAC3 inhib -5, hERG rescue -6, KCNQ1 inh inactive, RGS4 pot inactive, GSK3beta inhib 1, Dyrk1A ADPGlo 7, GSK3 alpha inh 1, KCNK9 inh inactive, KCNK3 inh inactive and KCNQ1 pot inactive.
Screening Cc1cccc(C)c1NC(=O)CS(=O)CC(=O)NC1CCN(Cc2ccccc2)CC1 (centres undefined) returned PolyA inh inactive, HDAC3 inhib -13, hERG rescue -14, KCNQ1 inh inactive, RGS4 pot inactive, GSK3beta inhib 1, Dyrk1A ADPGlo -2, GSK3 alpha inh 3, KCNK9 inh inactive, KCNK3 inh inactive and KCNQ1 pot inactive.
Cc1cc(Nc2cccc(Cl)c2C)n2ncnc2n1 was read as PolyA inh inactive, HDAC3 inhib -1, hERG rescue -9, KCNQ1 inh inactive, RGS4 pot inactive, GSK3beta inhib 1, Dyrk1A ADPGlo 15, KCNK9 inh inactive, KCNK3 inh inactive and KCNQ1 pot inactive.
CSc1ccc(C(=O)N2CCC(n3nccc3NC(=O)C3CC3)CC2)cc1 was read as PolyA inh inactive, HDAC3 inhib -6, hERG rescue -7, KCNQ1 inh inactive, RGS4 pot inactive, GSK3beta inhib 7, Dyrk1A ADPGlo 7, GSK3 alpha inh 4, KCNK9 inh inactive, KCNK3 inh inactive and KCNQ1 pot inactive.
`COc1cc(NC(C)CCCN)c2ncccc2c1Oc1ccccc1` (centres undefined) gave PolyA inh inactive, hERG rescue 0, KCNQ1 inh inactive, RGS4 pot inactive, GSK3beta inhib -2, Dyrk1A ADPGlo -3, KCNK9 inh inactive, KCNK3 inh inactive and KCNQ1 pot inactive.
COc1ccc(Cn2c(=O)oc3ccccc32)cc1F was read as PolyA inh inactive, HDAC3 inhib -1, hERG rescue 1, KCNQ1 inh inactive, RGS4 pot inactive, GSK3beta inhib -1, Dyrk1A ADPGlo -4, GSK3 alpha inh -1, KCNK9 inh inactive, KCNK3 inh inactive and KCNQ1 pot inactive.

Compound activity from PubChem.
